# aDG glyco act: alpha-DG glycosylation activation | Pro5-aDG cells, alpha-DG glycosylation AlphaScreen (IIH6); 0% Pro5, 100% B10-LARGE cell signal | activation, % at 10 µM | hit rate 0.22% among 360,000;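 active = activation of at least 8% versus controls, or a plate z-score of at least 8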;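 note: Pro5 are CHO cells carrying HIG-tagged alpha-DG that lacks glycosylation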
# N-glyco inh: N-linked glycosylation inhibition; hit rate 0.23% among 360,000; D54 ERlucT glycosylation luciferase reporter, 24 h; percent of 100 nM tunicamycin response; reporter increase, % at 12.5 µM;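 active = mean luciferase reporter signal, scaled so untreated is 0 and the glycosylation-blocking control 100, at or above a set limit in every replicate; inconclusive = mean reaches the limit but not every replicate does; inactive = mean below the limit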;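 note: luciferase carries N-glycosylation sites so blocking glycosylation raises the light; 0% = median of neutral control wells and 100% = median of 100 nM tunicamycin wells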
# MC4R antag cAMP: human MC4R antagonism in cAMP assay | P32245 | MC4R-expressing cells, MTII-stimulated cAMP, LANCE TR-FRET | inhibition, % at 6.5 µM | hit rate 0.48% among 360,000;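 active = inhibition above its plate's cutoff, the mean of tested wells on that plate plus 3 SD, cut at about 29% in these data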;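 note: 0% = Melanotan II alone and 100% = Melanotan II plus saturating MCL0020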
#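 Material – human MC4R-expressing U2OS cells · Repeats – no replicates · Detection – TR-FRET with Eu-cAMP and labeled anti-cAMP, 671 nm · Times – compound 30 min, challenge 1 h, detection 1 h · Compound – single nominal compound dose of 6.5 µM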
# H9c2 protect: protects H9c2 cardiomyocytes from peroxide injury | H2O2 injury protection, ATPLite, 2 h | protection from H2O2 cell death, % at 20 µM | hit rate 0.63% among 360,000 | AID 588492;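 active = compounds giving at least 50% protection of heart cells from peroxide-induced death in the single-dose screen, raw or plate-pattern-corrected value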;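 note: 0% = DMSO wells with peroxide and 100% = DMSO wells without peroxide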
# hiPSC survival: hiPSC single-cell survival enhancement. ATPlite luminescence; 100% = ROCK inhibitor wells, 0% = DMSO. survival enhancement, % at 20 µM. hit rate 0.044% among 360,000; in the data active = survival enhancement above about 18%;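 note: cells exposed to compounds for 16 hours before the ATP read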
# MC4R ag barr: activates human MC4R beta-arrestin recruitment. hit rate 0.98% among 360,000. activation, % at 8.9 µM. U2OS MC4R beta-arrestin complementation, luminescence; percent of melanotan II response, DMSO zero. P32245;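 active = activation above a per-plate cutoff, the mean activation of sample wells on that plate plus 3 SD, cut at about 8% in these data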
# ABCB6 inh 2: blocks the human ABCB6 transporter | fluorescence ratio to DMSO, % at 10 µM | K562-ABCB6 porphyrin accumulation, flow cytometry, 1 h; hits give low values | hit rate 0.19% among 360,000 | Q9NP58;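 active = fluorescence ratio to DMSO below 75%, the collection mean minus 3 SD; inconclusive = too few cells collected in the well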;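 note: signal is porphyrin accumulated inside mitochondria; 100% equals median channel fluorescence of DMSO control wells; lower ratio means ABCB6 inhibition with less porphyrin fluorescence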
# Target sequence (Q9NP58 whole entry, looked up): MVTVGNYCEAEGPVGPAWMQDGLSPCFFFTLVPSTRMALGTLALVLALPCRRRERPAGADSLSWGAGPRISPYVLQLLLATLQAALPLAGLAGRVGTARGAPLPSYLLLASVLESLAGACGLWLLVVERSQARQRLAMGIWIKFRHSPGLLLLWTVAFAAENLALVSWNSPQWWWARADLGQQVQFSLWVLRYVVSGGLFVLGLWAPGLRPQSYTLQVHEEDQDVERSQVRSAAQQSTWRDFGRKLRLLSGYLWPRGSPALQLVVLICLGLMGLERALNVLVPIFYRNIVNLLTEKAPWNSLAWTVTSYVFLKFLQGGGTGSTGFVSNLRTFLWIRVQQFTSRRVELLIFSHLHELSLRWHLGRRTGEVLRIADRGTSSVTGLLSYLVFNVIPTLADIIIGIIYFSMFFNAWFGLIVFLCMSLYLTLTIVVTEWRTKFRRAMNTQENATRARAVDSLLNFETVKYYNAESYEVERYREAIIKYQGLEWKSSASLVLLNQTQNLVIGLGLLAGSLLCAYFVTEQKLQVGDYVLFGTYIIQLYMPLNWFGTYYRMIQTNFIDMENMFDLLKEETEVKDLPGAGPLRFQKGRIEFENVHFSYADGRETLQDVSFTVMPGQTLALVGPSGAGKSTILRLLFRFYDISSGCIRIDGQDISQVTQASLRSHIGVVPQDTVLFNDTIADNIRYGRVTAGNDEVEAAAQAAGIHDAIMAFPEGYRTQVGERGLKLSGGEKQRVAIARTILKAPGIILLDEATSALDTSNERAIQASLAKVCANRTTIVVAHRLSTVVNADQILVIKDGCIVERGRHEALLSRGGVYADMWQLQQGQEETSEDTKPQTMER
# Exocytosis inh: blocks lytic granule exocytosis; TALL-104 LAMP-1 surface exposure, flow cytometry; cells stimulated with thapsigargin and PMA; hit rate 0.66% among 360,000; AID 651702; inhibition, % at 10 µM;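 active = inhibition above about 55%, limit read from the data; inconclusive = no clear call, values can overlap the other calls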
# ABHD5-PLIN5 inh: blocks binding of human ABHD5 to perilipin-5; Q00G26+Q8WTS1; Split G. princeps luciferase complementation, luminescence, 4 h; inhibition, % at 4 µM; hit rate 0.78% among 360,000; AID 602281;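 active = inhibition above the mean inhibition across every tested compound plus 3 SD, cut at about 22% in these data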;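 note: 0% = DMSO only wells and the 100% control is not disclosed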
# m5-HT2A agonist: mouse HTR2A agonism via beta-arrestin recruitment | activation, % at 7.6 µM | P35363 | AID 624169 | hit rate 0.66% among 360,000 | CHO-K1 mHTR2A beta-arrestin complementation, luminescence; percent of 30 µM serotonin response;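 active = activation above a run cutoff, the mean activation of all tested compounds plus 3 SD, cut at about 14% in these data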;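 note: 0% = plate median of compound wells and 100% = 30 µM serotonin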
# * marks the source's active call; other numbers are inactive results; ? = inconclusive; & = joins results of further samples.
# Field names – A = aDG glyco act; B = N-glyco inh; C = MC4R antag cAMP; D = H9c2 protect; E = hiPSC survival; F = MC4R ag barr; G = ABCB6 inh 2; H = Exocytosis inh; I = ABHD5-PLIN5 inh; J = m5-HT2A agonist
CCOC(=O)N1CCN(C(=O)CSc2nc3c(cnn3-c3ccc(C)cc3)c(=O)[nH]2)CC1
  A: -0.5; B: 4; C: 13; D: 51*; E: -0.9; F: 0.6; G: 103; H: -2; I: -4; J: 1

COc1cccc(-n2nnnc2SCC(=O)NC2CCCCC2)c1
  A: 0.0; B: 0; C: -3; D: 4; E: 0.1; F: -1.4; G: 97; H: -9; I: 0; J: 0

COc1ccccc1NC(=O)COC(=O)c1ccccc1C(=O)N1CCN(c2ccccc2)CC1
  A: 0.2; B: 1; C: -4; D: 8; E: 0.2; F: -1.3; G: 102; H: -11; I: -4; J: -6

COc1cccc(-c2ccc(=O)n(CC(=O)Nc3cc4c(cc3NC(C)=O)OCCO4)n2)c1
  A: 0.0; B: 1; C: 1; D: -2; E: -2.2; F: 1.2; G: 106; H: -2; I: 6; J: -3

Cc1cc(NC(=O)/C=C/c2ccccc2Cl)no1
  A: 0.1; B: 0; C: -5; D: -4; E: 3.7; F: 5.3; G: 97; H: 3; I: -9; J: -1

O=C(O)CCc1ccc(-c2cccs2)n1CCc1ccccc1
  A: -0.1; B: 1; C: 2; D: -7; E: -0.1; F: -0.5; G: 94; H: 21; I: 4; J: -2

O=C(Nc1ccc(N2CCOCC2)c(Cl)c1)c1ccco1
  A: 1.6; B: -9; C: 2; D: -22; E: -4.0; F: -1.4; G: 104; H: -3; I: 2; J: 2

O=C(O)/C=C/c1ccc(Cn2ccnc2)cc1
  A: 0.2&0.2; B: 3&1; C: -1&8; D: -5&9; E: 0.1&6.8; F: -0.4&-0.8; G: 96&100; H: -4&-1; I: 5&-1; J: 3&2

CCCOc1c(OC)cccc1C1CC(=O)Nc2cc3c(cc21)OCCO3 (stereo not drawn)
  A: -0.2; B: 7; C: 5; D: -15; E: 0.4; F: -1.1; G: 92; H: -1; I: -3; J: 5

Cc1occc1C(=O)N/N=C/c1ccccn1
  A: 0.4; B: 1; C: 12; D: 14; E: 0.1; F: 0.2; G: 100; H: 0; I: -3; J: -3

Cc1cc(NC(=S)Nc2cccc3ccccc23)n[nH]1
  A: 0.5; B: 0; C: 0; D: -10; E: -0.6; F: 0.1; G: 91; H: -1; I: 0; J: 1

Cc1cc(OCC(=O)NC2CC2)c2c(C)c(C)c(=O)oc2c1
  A: 0.0; B: 5; C: 8; D: 1; E: 0.7; F: -0.5; G: 100; H: -11; I: -6; J: -7

CN1Cc2cccc3c2C(Cc2ccccc2S3)C1 (stereo not drawn)
  A: 0.0; B: -3; C: 5; D: 10; E: 1.4; F: 0.5; G: 97; H: 0; I: 10; J: -3

CCc1nc(OCc2ccco2)c2sc3nc4c(cc3c2n1)COC(C)(C)C4
  A: -0.2; B: 8; C: 11; D: 35; E: -1.0; F: -0.8; G: 96; H: -1; I: 33*; J: -4

Cc1cccc(CN(Nc2ccccc2)c2ccccc2)n1
  A: 0.1; B: -4; C: 0; D: -8; E: -1.5; F: -0.5; G: 94; H: -4; I: -7; J: 3

COc1ccc(OC)c(/C=C/C(=O)N2CCCc3ccccc32)c1
  A: 0.0; B: -2; C: 3; D: -3; E: -0.4; F: 2.9; G: 97; H: -1; I: -1; J: 7

CCN(CC)C(=O)Oc1ccc(Br)c2ccccc12
  A: 0.0; B: 0; C: -5; D: -9; E: 0.1; F: -0.5; G: 96; H: 6; I: -5; J: 1

COc1cc(CCC(=O)OCC(=O)Nc2ccc(Br)cc2F)cc(OC)c1OC
  A: 0.0; B: 0; C: 4; D: -10; E: -0.1; F: 2.7; G: 98; H: -3; I: 6; J: 0

CCOc1ccccc1NC(=O)COC(=O)c1cc[n+]([O-])cc1
  A: 0.0; B: 2; C: 13; D: 1; E: 0.4; F: -2.3; G: 99; H: -2; I: 0; J: 5

O=C(NCc1ccc(Cl)s1)C1CCC(=O)N(CCc2cccc(F)c2)C1 (stereo not drawn)
  A: -0.3; B: 2; C: 4; D: 0; E: -0.4; F: -1.2; G: 98; H: 0; I: 0; J: -3

O=C(Nc1ccccn1)c1ccc2c(c1)OCO2
  A: -0.1; B: -5; C: 8; D: -6; E: -0.5; F: -1.0; G: 95; H: 3; I: -1; J: 5

COc1nc(Nc2ccc(C(C)=O)cc2)nc(OC)n1
  A: 0.1; B: 2; C: 2; D: 18; E: -0.8; F: -1.8; G: 97; H: 3; I: -1; J: -2

Cc1cc(/C=C(\C#N)C(=O)O)c(C)n1-c1ccc(Br)cc1
  A: -0.1; B: 6; C: 0; D: -7; E: -0.6; F: -1.4; G: 93; H: 12; I: -1; J: -2

CC(=O)NCCNc1nc2c(-c3cccc(C)c3)nnn2c2ccccc12
  A: -0.1; B: 2; C: -11; D: 6; E: 0.0; F: -0.5; G: 100; H: -5; I: 0; J: 0

FC(F)C(F)(F)Oc1cccc(-c2n[nH]c(=S)n2Cc2ccccc2)c1
  A: -0.1; B: -1; C: 3; D: -5; E: -0.2; F: -3.1; G: 98; H: 9; I: -5; J: 2

O=C(CSCc1ccccc1)Nc1ccc2c(c1)OCO2
  A: -0.2; B: 0; C: 1; D: 8; E: -4.4; F: -2.0; G: 90; H: 1; I: -8; J: -2

O=C(NNC(=O)C1CCN(c2ncccn2)CC1)c1ccccc1
  A: 0.2; B: -1; C: 12; D: -2; E: -0.4; F: -1.8; G: 102; H: 1; I: -1; J: 0

O=C(Cc1ccc(-n2c(=O)c3sccc3n(CC(=O)Nc3ccccc3)c2=O)cc1)NCc1ccco1
  A: -0.1; B: 2; C: 10; D: -6; E: -0.4; F: -0.5; G: 97; H: 2; I: 2; J: -2

COc1cccc(/C=N/Nc2ccc([N+](=O)[O-])cc2)c1O
  A: 0.0; B: -6; C: 2; D: -2; E: -0.5; F: 1.3; G: 97; H: 18; I: -2; J: -11

COCCNc1nc(Oc2ccccc2)c2sccc2n1
  A: 0.1; B: 0; C: 5; D: 1; E: 0.4; F: -1.3; G: 96; H: -5; I: 6; J: -4

CCOc1ccc(S(=O)(=O)Nc2ccccc2C(=O)NCC2CCCO2)cc1 (stereo not drawn)
  A: 0.1; B: -1; C: 0; D: 1; E: 1.4; F: 0.7; G: 96; H: -3; I: -1; J: -5

CCOC(=O)c1oc2ccccc2c1NC(=O)C1CCCCC1
  A: 0.0; B: 0; C: 5; D: -3; E: -1.5; F: 7.9; G: 96; H: -4; I: -2; J: 3

Cc1cc([N+](=O)[O-])cnc1Sc1nccn1C
  A: 0.1; B: -1; C: -2; D: 1; E: 1.2; F: 2.2; G: 102; H: 12; I: -6; J: 0

Cc1c(OC(C)C(=O)NCCCN2CCOCC2)ccc2c3c(c(=O)oc12)CCCC3 (stereo not drawn)
  A: 0.3; B: -1; C: 0; D: 4; E: -0.1; F: -0.7; G: 95; H: 0; I: -13; J: -4

N/C(=N\OC(=O)CCC1CCCCC1)c1ccc([N+](=O)[O-])cc1
  A: 0.0; B: 4; C: 8; D: -5; E: 0.4; F: -0.1; G: 98; H: -6; I: -3; J: -4

COCCn1c(=O)[nH]c2cc(C(=O)N3CCN(c4cccc(C(F)(F)F)c4)CC3)ccc2c1=O
  A: 0.3; B: 2; C: 0; D: -11; E: 0.7; F: -0.9; G: 95; H: 5; I: 0; J: 7

C/C(=N/NC(=O)c1ccc(Br)s1)c1cccnc1
  A: -0.1; B: -2; C: 0; D: 5; E: 0.2; F: -0.1; G: 101; H: 4; I: -1; J: -2

COc1ccc(-c2nnc(Nc3nc4c(OC)cccc4s3)o2)c(OC)c1
  A: 0.1; B: ?; C: 11; D: 36; E: -1.2; F: -0.6; G: 99; H: -2; I: 9; J: -3

O=C(CNC(=S)N(Cc1ccccc1)Cc1cccnc1)N1CCOCC1
  A: 0.0; B: 11; C: 5; D: 6; E: -0.6; F: -2.6; G: 94; H: -2; I: 1; J: -4

O=C(Nc1ccccc1)C1Cc2c(-c3ccco3)ccnc2O1 (stereo not drawn)
  A: -0.2; B: -3; C: -2; D: 9; E: -1.9; F: 1.5; G: 94; H: 1; I: 10; J: 0

O=S1(=O)C=CC(c2ccccc2)C1 (stereo not drawn)
  A: 0.0; B: 0; C: 10; D: -5; E: -0.2; F: -0.6; G: 99; H: 0; I: 0; J: 4

CCOC(=O)N1CCN(CCC(=O)Nc2cc(OC)cc(OC)c2)CC1
  A: 0.0; B: 1; C: 2; D: -1; E: 1.2; F: 2.3; G: 108; H: -5; I: 4; J: 8

COc1cc(/C=C(\C#N)C(=O)c2c[nH]c3ccccc23)cc(OC)c1O
  A: -0.5; B: 1; C: 13; D: 31; E: -0.1; F: -3.9; G: 105; H: 0; I: 2; J: -4

COc1ccc(C(=O)C2CCCN(C(=O)COc3ccc(C(C)=O)cc3)C2)cc1F (stereo not drawn)
  A: 0.0; B: 2; C: 9; D: -2; E: -0.6; F: -1.9; G: 100; H: -4; I: 1; J: 4

COc1ccc(/C=C(/C(=O)Nc2ccccc2C(=O)NC(C)C)c2ccccc2)cc1
  A: -0.7; B: -6; C: 0; D: 2; E: -0.8; F: -0.9; G: 89; H: -2; I: 0; J: -2

S=c1[nH]cc(-c2ccccc2)n1-c1ccccc1Cl
  A: 0.0; B: 1; C: 4; D: -8; E: -0.3; F: -1.5; G: 95; H: -1; I: -7; J: 2

Cc1ccc(OCCCC(=O)NC2CCCCC2)cc1
  A: -0.1; B: 0; C: 23; D: -2; E: -0.2; F: 1.2; G: 99; H: -3; I: -13; J: -7

CC1CCCN(C2(O)C(=O)Nc3ccc(Cl)cc32)C1 (stereo not drawn)
  A: -0.2; B: -2; C: 7; D: -1; E: 0.6; F: -0.6; G: 102; H: 6; I: 1; J: -1

Cc1ccccc1OCc1nc(-c2ccccc2)no1
  A: 0.0; B: -2; C: -4; D: -2; E: -0.9; F: -0.1; G: 99; H: -2; I: -3; J: -2

CNc1nc(N)c([N+](=O)[O-])c(NCC2CCCO2)n1 (stereo not drawn)
  A: -0.1; B: 3; C: -7; D: 2; E: 0.6; F: -1.2; G: 102; H: 1; I: 2; J: 3

COc1ccc(CC(=O)Nc2ccc(/C(C)=N/NC(=O)c3cccc([N+](=O)[O-])c3)cc2)cc1
  A: 0.1; B: 0; C: 4; D: 2; E: -1.6; F: 0.5; G: 91; H: 1; I: 4; J: 1

O=C(Nc1ccccc1N1CCOCC1)C1=NN(c2ccccc2)C(=O)CC1
  A: 0.1; B: 0; C: 0; D: 10; E: -0.1; F: -4.3; G: 94; H: -3; I: 2; J: -7

# A different layout for some results above:
# Values run as follows: aDG glyco act	N-glyco inh	MC4R antag cAMP	H9c2 protect	hiPSC survival	MC4R ag barr	ABCB6 inh 2	Exocytosis inh	ABHD5-PLIN5 inh	m5-HT2A agonist
COCCNc1nc(Oc2ccccc2)c2sccc2n1
  0.1	0	5	1	0.4	-1.3	96	-5	6	-4
CCOc1ccc(S(=O)(=O)Nc2ccccc2C(=O)NCC2CCCO2)cc1 (stereo not drawn)
  0.1	-1	0	1	1.4	0.7	96	-3	-1	-5

# Assay outcomes: PubChem BioAssay, several laboratories

# Outcome played no part in choosing rows, and some 4.5% of all compounds hit somewhere here.
